Neddyl block: inhibitors of human cullin neddylation; AID 651699; TR-FRET cullin neddylation, biochemical; calls only at 25 µM; actives 0.58% (n = 360,000); in the data active means inhibition above about 36%
DNMT1 inh: DNMT1 (human) enzyme inhibition; P26358; DNMT1 molecular beacon, Hinp1I cleavage, fluorescence; inhibition (reported as % activation of signal), % at 10 µM; actives 0.83% (n = 360,000); in the data active means inhibition above about 50%
NadD inh: blocks S. aureus nicotinate mononucleotide adenylyltransferase | purified NadD enzyme, colorimetric absorbance read-out | inhibition, % at 20 µM | actives 0.78% (n = 360,000); in the data active means inhibition above about 26%; further: some compounds past the cut are filed as inactive
SKN-1 inh: blocks SKN-1 activity in C. elegans. C. elegans VP596 Pgst-4::GFP/RFP ratio, acrylamide-induced, 24 h. inhibition, % at 21.8 µM. actives 0.49% (n = 360,000);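 active means interference check ratio from 0.5 to 1.5 plus GFP to RFP signal ratio inhibition reaching or exceeding a fixed threshold, cut at about 30% in these data, passing the limit was not always enough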; further: some compounds called inactive have numbers as strong as hits
LMPTP inh: blocks human LMPTP phosphatase. P24666. recombinant LMPTP-A, OMFP fluorogenic substrate, fluorescence intensity. inhibition, % at 20 µM. actives 0.22% (n = 360,000). AID 651560;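 active means compounds that cut the enzyme signal by at least half of the control window in the single-dose screen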;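 further: plate controls were DMSO wells with enzyme plus substrate for no effect and substrate without enzyme for full effect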
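Test system: LMPTP-A, protein tyrosine phosphatase of low molecular weight; Input: 0.625 nM enzyme; Incubation: 50 min dark incubation at room temperature; Signal: endpoint fluorescence intensity from OMFP dephosphorylation; Read-out basis: % inhibition versus control wells.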
Scp1 inh: blocks human Scp-1 phosphatase activity | Q9GZU7 | Recombinant Scp1, phosphopeptide, malachite green phosphate absorbance | inhibition, % at 20 µM | actives 0.88% (n = 340,000) | AID 493091;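 active means inhibition above about 50% at 20 µM, limit read from the data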;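 further: plate controls were DMSO wells with enzyme for no effect and wells lacking enzyme for full effect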
Target sequence (Q9GZU7 76-261 limits assumed): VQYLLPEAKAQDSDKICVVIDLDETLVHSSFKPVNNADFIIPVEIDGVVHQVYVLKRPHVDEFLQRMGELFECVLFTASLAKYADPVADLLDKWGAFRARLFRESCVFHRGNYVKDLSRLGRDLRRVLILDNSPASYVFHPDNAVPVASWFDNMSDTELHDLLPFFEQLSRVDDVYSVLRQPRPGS
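Test system – truncated SCP-1 phosphatase (76-261aa) · Reagent – Phosphorylated 17-residue peptide substrate · Incubation – 45 min room-temperature reaction, 5 min colour, 30 min stabiliser · Detection – colorimetric phosphate reagent with accelerator and stabiliser, absorbance at 630 nm · Measure – % inhibition at 20 µM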
STEP block: inhibitors of human striatal-enriched phosphatase STEP; P54829; recombinant STEP, OMFP fluorogenic substrate, fluorescence; inhibition, % at 20 µM; actives 0.25% (n = 360,000); AID 588621;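 active means inhibition at 20 µM, scaled per plate between control wells, above about 37%, limit read from the data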;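 further: 0% = DMSO with enzyme and substrate and 100% = substrate only without enzyme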
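material = STEP tyrosine phosphatase | reagent = fluorogenic phosphatase substrate OMFP at 25 µM final | doses = single compound dose of 20 µM, 1% DMSO final | schedule = 20 min reaction, room temperature, in the dark | measured by = fluorescence, 480/540 nm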
NRP1-CendR mod: modulators of CendR peptide binding to human neuropilin-1 | O14786 | FAM-RPARPAR peptide binding to NRP-1, fluorescence polarization | inhibition, % at 25 µM | actives 0.85% (n = 360,000);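 active means inhibition or corrected inhibition above about 18%, plus a signal ratio from 0.5 to 1.5, limit read from the data, passing the limit was not always enough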; further: strong numbers were not always called active
Target sequence (O14786 whole entry, looked up): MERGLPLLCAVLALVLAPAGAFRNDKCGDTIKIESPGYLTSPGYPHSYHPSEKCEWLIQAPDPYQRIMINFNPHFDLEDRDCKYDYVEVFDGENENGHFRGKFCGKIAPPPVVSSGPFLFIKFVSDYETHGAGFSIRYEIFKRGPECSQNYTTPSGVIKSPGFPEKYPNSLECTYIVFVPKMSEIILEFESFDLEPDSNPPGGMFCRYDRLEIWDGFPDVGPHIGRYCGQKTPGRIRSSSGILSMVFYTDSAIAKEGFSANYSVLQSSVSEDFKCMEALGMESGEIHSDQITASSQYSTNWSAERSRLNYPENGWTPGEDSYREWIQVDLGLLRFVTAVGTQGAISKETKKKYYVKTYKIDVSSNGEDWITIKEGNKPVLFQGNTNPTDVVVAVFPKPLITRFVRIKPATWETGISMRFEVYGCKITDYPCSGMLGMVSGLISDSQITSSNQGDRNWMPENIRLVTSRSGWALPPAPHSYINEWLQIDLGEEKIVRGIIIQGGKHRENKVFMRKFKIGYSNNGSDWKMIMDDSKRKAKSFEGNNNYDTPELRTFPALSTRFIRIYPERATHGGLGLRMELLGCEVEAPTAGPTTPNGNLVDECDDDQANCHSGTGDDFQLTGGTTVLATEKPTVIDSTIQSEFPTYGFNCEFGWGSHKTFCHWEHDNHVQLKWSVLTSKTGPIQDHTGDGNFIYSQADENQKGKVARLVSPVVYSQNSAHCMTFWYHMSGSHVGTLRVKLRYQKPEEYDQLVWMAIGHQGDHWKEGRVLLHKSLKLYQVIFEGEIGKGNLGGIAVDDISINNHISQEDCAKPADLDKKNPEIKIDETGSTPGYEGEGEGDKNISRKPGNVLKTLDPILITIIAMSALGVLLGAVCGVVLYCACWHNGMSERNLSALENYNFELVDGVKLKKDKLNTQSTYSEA
SUMO1 PPI mod: alters human SUMO1 binding to SIM partners | SUMO1 binding to a labelled peptide, TR-FRET, 1 h | inhibition, % at 20 µM | actives 0.33% (n = 360,000); in the data active means inhibition above about 37%
TbMetRS inhib: Trypanosoma brucei MetRS inhibition; purified T. brucei MetRS, ATP depletion, Kinase-Glo luminescence; inhibition, % at 11.9 µM; actives 0.4% (n = 360,000);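 active means inhibition above a per-plate cutoff of the control wells' mean inhibition plus 3 SD, cut at about 5.5% in these data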;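 further: 0% = DMSO wells median and 100% = median of wells with control inhibitor compound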
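Material: parasite MetRS enzyme / Replication: singlicate, one well per compound / Signal: luminescence of leftover ATP / Schedule: 2 h aminoacylation at 25 °C after 15 min preincubation / Medium: HEPES-MgCl2-KCl buffer plus DTT, spermine, BSA, pyrophosphatase / Doses: 11.9 µM single point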
* marks the source's active call; other numbers are inactive results. Rows are unselected; any-hit rate near 4.6%.

Results for O=C(Nc1ccc(-n2cccn2)cc1)C1CCN(Cc2ccccn2)CC1 ?
Neddyl block: inactive; DNMT1 inh: 0; NadD inh: 2; SKN-1 inh: 3; LMPTP inh: -1.8; Scp1 inh: -8; STEP block: 0; NRP1-CendR mod: -3; SUMO1 PPI mod: 3; TbMetRS inhib: -0.3

Results for Cc1ccc(N(CC(=O)NC2CCCCC2)S(=O)(=O)c2cccs2)cc1 ?
Neddyl block: inactive; DNMT1 inh: 2; NadD inh: 1; SKN-1 inh: 3; LMPTP inh: -0.3; Scp1 inh: -9; STEP block: -1; NRP1-CendR mod: -11; SUMO1 PPI mod: 4; TbMetRS inhib: 0.7

What do the screens show for `COc1cc(C(=O)OCCc2cc3ccccc3c(=O)o2)cc(OC)c1OC`?
Neddyl block: inactive; DNMT1 inh: 4; NadD inh: -4; SKN-1 inh: -5; LMPTP inh: 0.2; Scp1 inh: -3; STEP block: 3; NRP1-CendR mod: 8; SUMO1 PPI mod: 0; TbMetRS inhib: 0.0

Results for CCN(CC)S(=O)(=O)c1ccc(C)c(NC(=O)CSc2ncc(C(F)(F)F)cc2Cl)c1 ?
Neddyl block: inactive; DNMT1 inh: 35; NadD inh: 0; SKN-1 inh: 8; LMPTP inh: 2.9; Scp1 inh: -7; STEP block: 0; NRP1-CendR mod: -5; SUMO1 PPI mod: -5; TbMetRS inhib: -1.2

What do the screens show for `Cc1nc(N2CCCCC2C)c2c(C)c(C(=O)Nc3cccc(C(F)(F)F)c3)sc2n1` (centres undefined)?
Neddyl block: inactive; DNMT1 inh: -7; NadD inh: 8; SKN-1 inh: -10; LMPTP inh: 3.0; Scp1 inh: 8; STEP block: 3; NRP1-CendR mod: 13; SUMO1 PPI mod: -2; TbMetRS inhib: 0.7

How did CCOC(=O)c1nnn(-c2nonc2N)c1CSc1ccccn1 do in these assays?
Neddyl block: inactive; DNMT1 inh: 1; NadD inh: 2; SKN-1 inh: 12; LMPTP inh: -0.6; Scp1 inh: 7; STEP block: 1; NRP1-CendR mod: 7; SUMO1 PPI mod: -3; TbMetRS inhib: -0.1

How did Cn1c(SCC(=O)N2CCCC2)nc2c(c1=O)SCC2 do in these assays?
Neddyl block: inactive; DNMT1 inh: 2; NadD inh: 5; SKN-1 inh: 2; LMPTP inh: -0.6; STEP block: 1; NRP1-CendR mod: -3; SUMO1 PPI mod: -5; TbMetRS inhib: -0.1

How did COCC(C)n1c(SCC(=O)Nc2c(C)n(C)n(-c3ccccc3)c2=O)nc2ccccc2c1=O (centres undefined) do in these assays?
Neddyl block: inactive; DNMT1 inh: 2; NadD inh: 10; SKN-1 inh: 2; LMPTP inh: 0.7; Scp1 inh: 14; STEP block: 0; NRP1-CendR mod: 4; SUMO1 PPI mod: 0; TbMetRS inhib: -0.2

What do the screens show for `CCOc1ccccc1NC(=O)/C=C/c1ccccc1[N+](=O)[O-]`?
Neddyl block: inactive; DNMT1 inh: -6; NadD inh: -5; SKN-1 inh: 1; LMPTP inh: -0.4; Scp1 inh: -15; STEP block: 0; NRP1-CendR mod: -4; SUMO1 PPI mod: -12; TbMetRS inhib: 0.2

What do the screens show for `Cc1ccc(S(=O)(=O)NCCC(=O)OCC(=O)Nc2cccc(Cl)c2)cc1`?
Neddyl block: inactive; DNMT1 inh: -5; NadD inh: -6; SKN-1 inh: 0; LMPTP inh: 1.2; Scp1 inh: -1; STEP block: -3; NRP1-CendR mod: 15; SUMO1 PPI mod: -4; TbMetRS inhib: -0.1

Results for Brc1ccccc1OCCN1CCOCC1 ?
Neddyl block: inactive; DNMT1 inh: -1; NadD inh: -1; SKN-1 inh: 1; LMPTP inh: -1.0; Scp1 inh: -12; STEP block: -1; NRP1-CendR mod: 2; SUMO1 PPI mod: 5; TbMetRS inhib: -0.7

What do the screens show for `Cc1ccc(Cl)cc1NS(=O)(=O)c1ccc2c(c1)NC(=O)C(C)C(=O)N2` (centres undefined)?
Neddyl block: inactive; DNMT1 inh: 2; NadD inh: 2; SKN-1 inh: 10; LMPTP inh: 0.3; Scp1 inh: -5; STEP block: 0; NRP1-CendR mod: -20; SUMO1 PPI mod: -1; TbMetRS inhib: 0.3

What do the screens show for `CCn1c2ccccc2c2cc(CN3CCN(S(C)(=O)=O)CC3)ccc21`?
Neddyl block: inactive; DNMT1 inh: -10; NadD inh: -9; SKN-1 inh: 4; LMPTP inh: 0.1; Scp1 inh: -4; STEP block: 2; NRP1-CendR mod: -6; SUMO1 PPI mod: 4; TbMetRS inhib: -0.8

What do the screens show for `CCOCCN1CCN(c2c3c(nc4cc(-c5ccc(F)cc5)nn24)CCC3)CC1`?
Neddyl block: inactive; DNMT1 inh: -4; NadD inh: -2; SKN-1 inh: 3; LMPTP inh: 1.0; Scp1 inh: -8; STEP block: -7; NRP1-CendR mod: 14; SUMO1 PPI mod: 0; TbMetRS inhib: -1.0

What do the screens show for `CC(C)CNC(=S)Nc1ccc(Oc2ccccc2)cc1`?
Neddyl block: inactive; DNMT1 inh: 0; NadD inh: 1; SKN-1 inh: 4; LMPTP inh: 0.7; Scp1 inh: -2; STEP block: 1; NRP1-CendR mod: 12; SUMO1 PPI mod: -4; TbMetRS inhib: 0.0

How did CC(C)c1ccc(O)c(NC(=O)c2ncn[nH]2)c1 do in these assays?
Neddyl block: inactive; DNMT1 inh: -7; NadD inh: 4; SKN-1 inh: -14; LMPTP inh: 0.0; Scp1 inh: -13; STEP block: 8; NRP1-CendR mod: -14; SUMO1 PPI mod: 15; TbMetRS inhib: 0.5

How did O=C(/C=C/c1ccc(O)c(O)c1)OC(Cc1ccc(O)c(O)c1)C(=O)O (centres undefined) do in these assays?
Neddyl block: inactive; DNMT1 inh: 10; NadD inh: -1; SKN-1 inh: -7; LMPTP inh: -0.5; Scp1 inh: 20; STEP block: 2; NRP1-CendR mod: -92; SUMO1 PPI mod: -3; TbMetRS inhib: -0.3

How did CN(C(=O)COC(=O)c1cc([N+](=O)[O-])ccc1N1CCCC1)C1CCS(=O)(=O)C1 (centres undefined) do in these assays?
Neddyl block: inactive; DNMT1 inh: 2; NadD inh: -5; SKN-1 inh: 6; LMPTP inh: -0.1; Scp1 inh: -3; STEP block: -2; NRP1-CendR mod: -11; SUMO1 PPI mod: -10; TbMetRS inhib: -0.1

How did CNc1cncc(-c2ccc(C)cc2)n1 do in these assays?
DNMT1 inh: 3; NadD inh: 6; SKN-1 inh: -2; LMPTP inh: -0.4; STEP block: -2; NRP1-CendR mod: 4; SUMO1 PPI mod: -17; TbMetRS inhib: -0.3

Results for COCc1c(N)c(C)nc(Cl)c1C#N ?
Neddyl block: inactive; DNMT1 inh: -5; NadD inh: 18; SKN-1 inh: 6; LMPTP inh: 42; Scp1 inh: 31; STEP block: 26; NRP1-CendR mod: 0; SUMO1 PPI mod: 5; TbMetRS inhib: -0.1

What do the screens show for `NC(=O)c1ccccc1NS(=O)(=O)c1ccccc1`?
Neddyl block: inactive; DNMT1 inh: -2; NadD inh: -1; SKN-1 inh: 15; LMPTP inh: -0.5; Scp1 inh: -9; STEP block: -4; NRP1-CendR mod: -12; SUMO1 PPI mod: 7; TbMetRS inhib: -0.5

What do the screens show for `COC(=O)CNC(=O)c1ccccc1C`?
Neddyl block: inactive; DNMT1 inh: 1; NadD inh: -2; SKN-1 inh: -20; LMPTP inh: -1.7; Scp1 inh: -8; STEP block: 0; NRP1-CendR mod: -3; SUMO1 PPI mod: 1; TbMetRS inhib: -0.8

How did CCCCN(CCCC)C(=O)c1cc2ccccc2c(=O)o1 do in these assays?
Neddyl block: inactive; DNMT1 inh: -1; NadD inh: 0; SKN-1 inh: 20; LMPTP inh: -1.1; Scp1 inh: -8; STEP block: 0; NRP1-CendR mod: 0; SUMO1 PPI mod: -1; TbMetRS inhib: -0.7

Results for O=C(CN1C(=O)C2CCCCC2C1=O)Nc1ccccc1C(=O)O (centres undefined) ?
Neddyl block: inactive; DNMT1 inh: 4; NadD inh: 1; SKN-1 inh: 6; LMPTP inh: 0.0; Scp1 inh: -1; STEP block: 3; NRP1-CendR mod: 7; SUMO1 PPI mod: 4; TbMetRS inhib: 0.0

What do the screens show for `CCNC(=S)Nc1ccc(Cl)c(C(F)(F)F)c1`?
Neddyl block: inactive; DNMT1 inh: 4; NadD inh: -4; SKN-1 inh: 9; LMPTP inh: -1.1; Scp1 inh: -5; STEP block: 0; NRP1-CendR mod: -10; SUMO1 PPI mod: 1; TbMetRS inhib: 0.8

What do the screens show for `COc1ccc(S(=O)(=O)N2CCOCC2)cc1NC(=O)C1CCN(S(=O)(=O)c2ccc(Cl)cc2)CC1`?
Neddyl block: inactive; DNMT1 inh: 16; NadD inh: 8; SKN-1 inh: -6; LMPTP inh: 7.1; Scp1 inh: -4; STEP block: 2; NRP1-CendR mod: 1; SUMO1 PPI mod: 0; TbMetRS inhib: 0.5

Results for CCOc1ccc(Br)cc1CNCc1cccnc1 ?
Neddyl block: inactive; DNMT1 inh: 2; NadD inh: 6; SKN-1 inh: 12; LMPTP inh: -1.1; Scp1 inh: 8; STEP block: -1; NRP1-CendR mod: -9; SUMO1 PPI mod: 2; TbMetRS inhib: -0.9

Results for CCOc1ccc(NC(=O)NCC2CCN(c3ccc(OC)cc3)C2)cc1 (centres undefined) ?
Neddyl block: inactive; DNMT1 inh: -11; NadD inh: 3; SKN-1 inh: -9; LMPTP inh: -1.0; Scp1 inh: -1; STEP block: -3; NRP1-CendR mod: 0; SUMO1 PPI mod: -5; TbMetRS inhib: -0.8

How did CCOc1ccccc1N1CC(C(=O)NCCOc2ccccc2OC)CC1=O (centres undefined) do in these assays?
Neddyl block: inactive; DNMT1 inh: -3; NadD inh: 4; SKN-1 inh: 2; LMPTP inh: -12; Scp1 inh: 29; STEP block: -2; NRP1-CendR mod: -9; SUMO1 PPI mod: 21; TbMetRS inhib: -0.3

Ordered by count of non-hydrogen atoms (largest number first): some entries from above.
What do the screens show for `CCOCCN1CCN(c2c3c(nc4cc(-c5ccc(F)cc5)nn24)CCC3)CC1`?
Neddyl block: inactive; DNMT1 inh: -4; NadD inh: -2; SKN-1 inh: 3; LMPTP inh: 1.0; Scp1 inh: -8; STEP block: -7; NRP1-CendR mod: 14; SUMO1 PPI mod: 0; TbMetRS inhib: -1.0

How did CCCCN(CCCC)C(=O)c1cc2ccccc2c(=O)o1 do in these assays?
Neddyl block: inactive; DNMT1 inh: -1; NadD inh: 0; SKN-1 inh: 20; LMPTP inh: -1.1; Scp1 inh: -8; STEP block: 0; NRP1-CendR mod: 0; SUMO1 PPI mod: -1; TbMetRS inhib: -0.7

Results for Brc1ccccc1OCCN1CCOCC1 ?
Neddyl block: inactive; DNMT1 inh: -1; NadD inh: -1; SKN-1 inh: 1; LMPTP inh: -1.0; Scp1 inh: -12; STEP block: -1; NRP1-CendR mod: 2; SUMO1 PPI mod: 5; TbMetRS inhib: -0.7
